# Compound activity from PubChem BioAssay.
# mABHD4 FP – ABHD4 inhibitors, primary screen, biochemical, fluorescence polarization, mouse. (Lyso)-N-acylphosphatidylethanolamine lipase (Mus musculus), Q8VD66. purified mABHD4, FP-Rh probe fluorescence polarization. inhibition, % at 8.92 µM. hit rate 0.54% among 370,000. AID 720543, 2013;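 active means inhibition exceeding the mean over every tested compound plus 3 SD, cut at about 30% in these data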;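 further: 0% = plate median of compound wells and 100% = S159A mutant with DMSO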
#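 Doses – 8.92 µM, single dose · Material – wild-type mouse ABHD4 protein · Replication – single well per compound (singlicate) · Measure – percent inhibition of probe binding, normalized to plate controls · Schedule – 45 min compound pre-incubation plus 60 min probe step, 25 °C · Detection – fluorescence polarization with parallel and perpendicular emission, 525/598 nm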
# PG9 binder – binders of HIV-1 gp120 antibody PG9, primary screen, biochemical, TR-FRET; hit rate 0.43% among 360,000; HIV-1 gp120 / PG9 antibody interaction; inhibition, % at 6.7 µM; TR-FRET gp120-PG9 antibody binding; in the data active means inhibition above about 8.5%
# TCR-CD3 inh – inhibitors of human TCR-CD3 interaction, primary screen, biochemical, fluorescence, TAMRA-labeled TCR probe; inhibition, % at 9.4 µM; hit rate 0.37% among 360,000; in the data active means inhibition above about 19%;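 further: recombinant mutant TCR 2C K166C tagged with TAMRA read by polarization; 0% = receptor in buffer alone and 100% = receptor with positive control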
# rCAG binder – binders of r(CAG) RNA repeats, primary screen, biochemical, fluorescence; r(CAG) RNA repeat, TO-PRO-1 dye displacement fluorescence; inhibition, % at 3 µM; hit rate 1.3% among 370,000;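 active means inhibition above the plate cutoff, the mean of all test compounds on that plate plus 3 SD, cut at about 35% in these data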;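 further: 0% = DMSO alone and 100% = 100 µM mitoxantrone as full dye displacement; higher means more dye released from RNA so lower well fluorescence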
# MBD2 inh – inhibitors of MBD2 binding to methylated DNA, primary screen, biochemical, TR-FRET, DNA-binding domain, human. AID 686964, 2013. MBD2 binding to methylated oligonucleotide. hit rate 0.31% among 370,000. inhibition, % at 4.4 µM; in the data active means inhibition above about 13%
# Target sequence (Q9UBB5 whole entry, looked up, the tested form may be a part): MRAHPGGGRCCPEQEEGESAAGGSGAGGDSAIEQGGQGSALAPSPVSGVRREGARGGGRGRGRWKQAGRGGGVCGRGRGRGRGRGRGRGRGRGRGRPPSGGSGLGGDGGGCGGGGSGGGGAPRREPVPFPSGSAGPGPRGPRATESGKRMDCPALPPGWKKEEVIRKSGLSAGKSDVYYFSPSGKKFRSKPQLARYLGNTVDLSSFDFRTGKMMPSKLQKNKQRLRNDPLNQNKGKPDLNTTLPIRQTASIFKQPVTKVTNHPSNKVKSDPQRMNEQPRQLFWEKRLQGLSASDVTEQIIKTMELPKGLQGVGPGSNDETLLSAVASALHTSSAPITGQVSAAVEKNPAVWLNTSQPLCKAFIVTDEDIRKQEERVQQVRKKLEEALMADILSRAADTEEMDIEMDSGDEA
# NR1D1 modulator – modulators of Rev-erb alpha DNA binding, primary screen, biochemical, FITC-DNA, fluorescence polarization, uHTS; Nuclear receptor subfamily 1 group D member 1 (Homo sapiens), P20393; Rev-erbα–FITC-DNA binding, 90 min; hit rate 0.79% among 370,000; AID 1259318, 2017; activity, % at 10 µM;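 active means activity above about 14%, limit read from the data; passing the limit was not always enough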;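 further: 0% = DMSO wells with 35 nM protein and 100% = DMSO wells with 750 nM protein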
# Target sequence (P20393 whole entry, looked up): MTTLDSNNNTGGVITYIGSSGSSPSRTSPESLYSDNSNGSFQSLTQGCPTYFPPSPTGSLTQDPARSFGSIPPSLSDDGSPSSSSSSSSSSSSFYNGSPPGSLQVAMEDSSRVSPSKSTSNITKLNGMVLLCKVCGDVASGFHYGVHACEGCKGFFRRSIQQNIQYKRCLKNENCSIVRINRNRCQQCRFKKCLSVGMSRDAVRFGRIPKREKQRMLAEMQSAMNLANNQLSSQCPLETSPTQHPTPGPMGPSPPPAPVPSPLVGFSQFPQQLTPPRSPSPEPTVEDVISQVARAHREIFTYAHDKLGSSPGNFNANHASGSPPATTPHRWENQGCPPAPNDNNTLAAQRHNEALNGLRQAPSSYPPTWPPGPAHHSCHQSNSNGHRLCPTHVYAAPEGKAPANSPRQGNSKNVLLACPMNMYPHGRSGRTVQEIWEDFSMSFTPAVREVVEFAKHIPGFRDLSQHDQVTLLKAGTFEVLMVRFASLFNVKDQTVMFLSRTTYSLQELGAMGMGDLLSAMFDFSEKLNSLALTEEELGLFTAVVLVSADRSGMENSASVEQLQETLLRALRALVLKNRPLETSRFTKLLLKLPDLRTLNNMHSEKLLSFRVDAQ
# HTRA1 inhibitor – HTRA1 serine protease inhibitors, primary screen, biochemical, fluorescence polarization, HTS; Q92743; recombinant HTRA1, FP-rhodamine activity-based probe; inhibition, % at 5.96 µM; hit rate 0.5% among 340,000; in the data active means inhibition above about 36%;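 further: 0% = enzyme with DMSO and 100% = wells lacking enzyme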
# PRMT1 inh – PRMT1 methyltransferase inhibitors, primary screen, biochemical, fluorescence polarization | recombinant PRMT1, activity-based probe fluorescence polarization | inhibition, % at 2.79 µM | hit rate 1.3% among 370,000 | AID 652257, 2013;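 active means inhibition above about 21% made by adding two undisclosed values, limit read from the data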
# LEDGF integ inh – blockers of LEDGF/p75-dependent integrase strand transfer – biochemical, TR-FRET, high throughput, primary screen. HIV-1 integrase (with human LEDGF/p75). TR-FRET IN-LEDGF/p75 DNA integration, Eu/Cy5. inhibition, % at 3.7 µM. hit rate 0.64% among 370,000;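 active means inhibition above the screen-wide mean plus 3 SD, cut at about 13% in these data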;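 further: signal is the Cy5 over europium emission ratio at 671 and 618 nm; 0% = plate median of compound wells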
# UHRF1 MBD2 ctr – UHRF1 methylated DNA binding inhibitors, primary screen, counter-screen for MBD2 inhibitor project, biochemical, TR-FRET, human UHRF1, single concentration; E3 ubiquitin-protein ligase UHRF1 (Homo sapiens), Q96T88; UHRF1 binding to methylated oligo; inhibition, % at 4.4 µM; hit rate 0.75% among 370,000; AID 687016, 2013; in the data active means inhibition above about 21%;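 further: UHRF1 SRA domain binding a hemimethylated CpG hairpin DNA probe; 0% = median of test compound wells and 100% = reference inhibitor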
# * = called active by the depositor; . = no result given. Not all compounds are listed, so the mix of outcomes need not match the whole.
SMILES,mABHD4 FP,PG9 binder,TCR-CD3 inh,rCAG binder,MBD2 inh,NR1D1 modulator,HTRA1 inhibitor,PRMT1 inh,LEDGF integ inh,UHRF1 MBD2 ctr
CCOc1cc(CN2CCC(n3nccc3NC(=O)C3CC3)CC2)ccc1O,1,0.1,3,0,-6,-5,0,-6,2,1
CC(C)Cn1cc(C(=O)NCCCN2CCC(C)CC2)c2c3ccccc3n(C)c2c1=O,-5,-0.3,-10,-1,2,-3,-2,0,3,3
CCN(CC(=O)NCc1ccc(Cl)cc1)C(=O)CCC(=O)c1ccc(C)cc1,-8,-0.4,4,-2,1,-3,-12,-1,1,0
Cc1cccc(NC(=S)N2CCn3cccc3C2c2cccnc2)c1 (stereo not drawn),5,0.8,2,5,1,-1,1,-5,-3,4
O=C(CN1CCN(c2ccc(O)cc2)CC1)Nc1cc(S(=O)(=O)N2CCCCC2)ccc1Cl,17,1.4,1,6,-5,2,4,10,5,0
CCOC(=O)c1nnc(-c2ccccc2)nc1Oc1ccccc1Cl,-7,-1.0,-1,4,-1,0,-5,-1,3,0
CC(=O)N(Cc1ccc(Br)cc1)c1cccc(C)c1C,1,1.7,-4,-4,3,0,-13,1,-1,1
CCn1c(NC(=O)c2nn(C)cc2Br)nc2ccccc21,-1,-1.8,3,-3,-6,-2,0,-3,1,-2
CC(=O)c1ccc(OCc2c(-c3ccccc3)nnn2CC(=O)NS(=O)(=O)c2ccc(C)cc2)cc1,-14,-1.0,2,48*,-1,4,.,-2,8,-2
COc1ccc2[nH]c3c(c2c1)CCN1C(=O)C(CC(=O)NCc2cccc(C(F)(F)F)c2)C[C@H](C(=O)N(C(C)C)C(C)C)[C@@]31C (stereo partly drawn),2,-2.5,-4,1,-5,-3,1,3,1,1
COc1ccccc1NC(=O)C1=C(C)Nc2ncnn2C1c1ccc(C)o1 (stereo not drawn),2,-0.8,0,-1,-5,-2,-4,-3,1,-1
O=C1C(c2ccccc2)=NCCN1C(c1ccc(F)cc1)c1nc2ccccc2[nH]1 (stereo not drawn),2,-0.4,6,4,-2,5,.,1,4,2
CCC(C(=O)OC)n1cnc2c(nnn2-c2cccc(OC)c2)c1=O (stereo not drawn),-4,0.1,0,0,4,5,-2,5,-3,0
O=C(NC(O)C(=O)c1ccccc1)c1ccccn1 (stereo not drawn),6,-2.1,-3,3,-3,0,0,-5,2,-1
CN(C)c1ccc(C2C3CCCc4ccccc4C3=NN2C)cc1 (stereo not drawn),6,2.1,-1,-6,0,4,0,3,-3,3
CCN(CC)c1ccc(/C=N/Nc2nc(C)cc(C)n2)c(O)c1,4,-10,-1,0,-3,-1,64*,-2,1,3
NC(=O)c1cc[n+](CC(=O)NC(=O)Nc2ccccc2)cc1,-5,-0.8,2,1,-6,0,0,-3,5,1
COc1ccccc1NS(=O)(=O)c1cccc(C(=O)NN)c1,-11,2.6,-8,11,7,-4,-15,-2,0,0
CCc1ccccc1NC(=O)c1cnc2n(c1=O)CCS2,-3,0.5,1,-2,3,-6,2,-2,1,-1
Cc1ccc(C(c2c(C)n(C)n(-c3ccccc3)c2=O)c2c(C)n(C)n(-c3ccccc3)c2=O)s1,-1,0.0,-1,-5,4,-2,36,2,-6,0

# Reprinted at random: 5 records from the list, in no set order.
SMILES,mABHD4 FP,PG9 binder,TCR-CD3 inh,rCAG binder,MBD2 inh,NR1D1 modulator,HTRA1 inhibitor,PRMT1 inh,LEDGF integ inh,UHRF1 MBD2 ctr
COc1ccccc1NS(=O)(=O)c1cccc(C(=O)NN)c1,-11,2.6,-8,11,7,-4,-15,-2,0,0
CC(=O)c1ccc(OCc2c(-c3ccccc3)nnn2CC(=O)NS(=O)(=O)c2ccc(C)cc2)cc1,-14,-1.0,2,48*,-1,4,.,-2,8,-2
CCN(CC(=O)NCc1ccc(Cl)cc1)C(=O)CCC(=O)c1ccc(C)cc1,-8,-0.4,4,-2,1,-3,-12,-1,1,0
CC(=O)N(Cc1ccc(Br)cc1)c1cccc(C)c1C,1,1.7,-4,-4,3,0,-13,1,-1,1
Cc1cccc(NC(=S)N2CCn3cccc3C2c2cccnc2)c1 (stereo not drawn),5,0.8,2,5,1,-1,1,-5,-3,4

# (more compounds)
SMILES,mABHD4 FP,PG9 binder,TCR-CD3 inh,rCAG binder,MBD2 inh,NR1D1 modulator,HTRA1 inhibitor,PRMT1 inh,LEDGF integ inh,UHRF1 MBD2 ctr
CCC(C(=O)O)N1C(=O)/C(=C/c2cccn2C)SC1=S (stereo not drawn),-11,-2.9,-11,1,-18,6,2,-31,8,-16
CCOC(=O)CNC(=S)N(Cc1ccccc1)Cc1cccs1,2,1.0,-3,-5,0,-3,-1,2,-1,2
Cc1cccc(NC(=O)CSc2nc3[nH]c(=O)cc(O)c3s2)c1,13,-3.2,2,29,0,6,-30,7,1,-1
CC1(c2nnc(Cc3ccccc3)o2)CC(c2ccc(C#N)cc2)=NO1 (stereo not drawn),8,0.4,-3,6,-3,2,-1,5,3,3
COc1ccc(N2CCN(C(CNS(=O)(=O)c3ccccc3)c3ccccc3)CC2)cc1 (stereo not drawn),3,-4.0,-3,-3,1,-8,6,1,-2,14
Cn1c(=O)c(C(=O)NCc2ccccc2)c(O)c2ccccc21,-3,-0.2,-2,-3,4,-2,-2,7,-3,3
COc1ccc(NC(=O)c2cc3c(C)nn(-c4ccccc4)c3s2)cc1,-25,.,.,16,6,4,.,3,-1,4
O=C(NC(=S)Nc1ncc(Br)cc1Br)c1ccccc1,1,-0.3,-6,-1,3,4,9,1,-3,0
CCc1nc2c(OCC(=O)N(C)C)cccn2c1N(C=O)Cc1ccc(OC)cc1,3,1.6,-5,4,-4,-5,.,4,-4,-2
O=[N+]([O-])c1ccc(N2CCCC2)c([N+](=O)[O-])c1,1,-2.1,2,1,-3,3,1,0,2,1

# Marked active in HTRA1 inhibitor, of those listed so far:
compound,PG9 binder,TCR-CD3 inh,MBD2 inh,NR1D1 modulator,HTRA1 inhibitor,PRMT1 inh,LEDGF integ inh
CCN(CC)c1ccc(/C=N/Nc2nc(C)cc(C)n2)c(O)c1,-10,-1,-3,-1,64*,-2,1

# The list continues:
SMILES,mABHD4 FP,PG9 binder,TCR-CD3 inh,rCAG binder,MBD2 inh,NR1D1 modulator,HTRA1 inhibitor,PRMT1 inh,LEDGF integ inh,UHRF1 MBD2 ctr
Cc1ccc(-n2ccnc2SCC(=O)c2c(N)n(C3CC3)c(=O)[nH]c2=O)cc1C,-6,-0.2,-6,6,12,-3,5,14,-7,11
CCCCC[C@H](C)N1C[C@@H](COCc2ccccc2)Oc2cc(N3CCC[C@H]3C(N)=O)ccc2S1(=O)=O,-22,1.2,-4,7,0,8,.,7,-2,2
CC(CCc1ccccc1)NC(=O)COC(=O)c1ccccc1O (stereo not drawn),-1,-1.0,-3,-4,1,-1,-3,-1,5,-2
O=C(Nc1ccccc1)OCc1cn(-c2ccc(Cl)cc2)nn1,-1,4.0,-2,-4,-3,-1,-7,-4,2,-3
Cc1occc1C(=O)Nc1ccccc1C#N,3,0.7,13,1,-6,-7,-7,-3,2,-2
CCS(=O)(=O)C1=NSC2=NC(=O)/C(=C\c3ccc(OC(=O)c4ccco4)cc3)C(=N)N21,1,-0.9,10,22,2,-4,10,-2,1,2
CCOc1ccc(C(=O)COC(=O)c2cccc(-n3cnnn3)c2)cc1,3,0.2,2,2,0,0,1,-3,3,0
COc1cccc(CNC(=O)CSc2ccc(-c3cccs3)nn2)c1,-1,3.4,2,-1,-7,-2,6,3,-2,-3
O=C(Nc1ccc(Cl)cc1)c1ccc2sc([C@@H]3O[C@H](CO)[C@H](O)[C@H](O)[C@H]3O)nc2c1,6,1.5,2,3,0,0,.,6,-4,0
CCCN(CC(=O)Nc1ccccc1OC)C(=O)Cn1[nH]c(=O)c2ccccc2c1=O,-10,1.8,1,3,8,3,-3,6,-4,3

# Of the compounds above, these contain a cyano group.
SMILES,mABHD4 FP,PG9 binder,TCR-CD3 inh,rCAG binder,MBD2 inh,NR1D1 modulator,HTRA1 inhibitor,PRMT1 inh,LEDGF integ inh,UHRF1 MBD2 ctr
CC1(c2nnc(Cc3ccccc3)o2)CC(c2ccc(C#N)cc2)=NO1 (stereo not drawn),8,0.4,-3,6,-3,2,-1,5,3,3
Cc1occc1C(=O)Nc1ccccc1C#N,3,0.7,13,1,-6,-7,-7,-3,2,-2

# Further results:
SMILES,mABHD4 FP,PG9 binder,TCR-CD3 inh,rCAG binder,MBD2 inh,NR1D1 modulator,HTRA1 inhibitor,PRMT1 inh,LEDGF integ inh,UHRF1 MBD2 ctr
Fc1ccccc1-c1n[nH]c(=S)n1N=Cc1cccc(OCc2ccccc2)c1,-27,.,.,73*,4,4,.,17,-1,-2
Cc1cc(C)cc(-n2ncc3c2CCCC3NC(=O)C2CCC2)c1 (stereo not drawn),-4,-1.0,0,-5,3,-1,-1,0,3,13
CNC(=S)N(CCc1c(C)[nH]c2ccc(OC)cc12)Cc1ccco1,2,-2.4,1,0,-3,-1,8,-1,0,-1
Nc1nc(-c2ccc(Oc3ccccc3)cc2)c(CC(=O)O)s1,-9,-2.0,2,13,1,1,-20,0,-1,-3
CCNS(=O)(=O)c1ccc(NC(=O)Cn2cc([N+](=O)[O-])cn2)cc1,3,-0.5,-3,3,4,0,0,-3,0,0
CCOC(=O)N1CCN(CC(O)COc2cc(C)ccc2C(C)C)CC1 (stereo not drawn),5,0.6,7,-8,2,-1,1,0,0,-1
CCOC(=O)C1CCCN(S(=O)(=O)c2ccc(F)c(C(=O)Nc3ccc(F)c(F)c3)c2)C1 (stereo not drawn),-10,-0.4,1,2,-4,-2,-26,1,-1,0
Cc1ccc(C2(c3ccc(C)cc3)NC(=O)N(Cc3c(C)noc3C)C2=O)cc1,0,-3.1,8,-5,0,3,-30,2,-2,0
CC(C)CCN1C(=O)c2ccccc2C1c1nnnn1C(C)C (stereo not drawn),-1,0.7,1,0,-7,-1,.,-3,3,1
COc1ccc(S(=O)(=O)NCC2CCCN(Cc3ccccc3C)C2)cc1 (stereo not drawn),3,1.5,-4,-4,3,3,-3,1,-4,2
COc1ccc2ccccc2c1/C=N/NC(=O)c1cc(C)[nH]n1,-19,-2.1,2,3,9,1,-6,3,-6,1
O=C1c2ccccc2C(c2nnnn2Cc2ccccc2)N1CCc1ccccc1F (stereo not drawn),-2,0.8,3,2,-3,-2,.,-2,-5,0
